Screening data: PubChem, several laboratories
TRPN1 ag = agonists of zebrafish TRPN1 channel | HEK293 zebrafish TRPN1-YFP, Fluo-8 calcium fluorescence; 100% = response to 87 µM carbachol | activation, % at 3 µM | hit rate 0.18% among 220,000 | AID 1424;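 active = activation above its plate's cutoff, the mean activation of test wells on that plate plus 3 SD, cut at about 19% in these data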;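 also: 0% = DMSO alone and 100% = 87 µM carbachol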
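Material: zebrafish TRPN1-YFP in HEK293 cells; Doses: single test compound dose, 3 µM nominal, 0.3% DMSO; Timing: dye loading 1 h at 37 °C, then 30 min room temperature; Technique: intracellular calcium fluorescence with Fluo-8; Benchmarks: high carbachol 87 µM, low DMSO alone.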
Runt-SMMHC FRET = inhibitors of human RUNX1 Runt domain binding to CBFb-SMMHC; Q01196+Q13951; Cerulean-Runt/Venus-CBFb-SMMHC FRET ratio 530/480, 1 h; inhibition, % at 20 µM; hit rate 0.74% among 220,000;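 active = mean inhibition across duplicate retests at 20 µM reaching about 50%, limit read from the data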;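 also: 0% = DMSO wells and 100% = wells with excess untagged CBFb-SMMHC; inhibitors lower the FRET ratio by blocking Runt binding to CBFb-SMMHC; some results filed as inactive read as strong as hits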
CHOP inhibitor = CHOP inhibition in unfolded protein response | CHO-K1 CHOP-promoter luciferase, tunicamycin-induced, 15-18 h | inhibition, % at 10 µM | hit rate 3.8% among 220,000 | AID 2732;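 active = compounds that reduced the stress-induced luciferase reporter signal by more than about 70% of percent inhibition, limit read from the data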;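 also: 0% = tunicamycin plus vehicle and 100% = wells without tunicamycin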
TRPML3 agonist = human mucolipin-3 channel agonism; activation, % at 3 µM; AID 1448; Q8TDD5; HEK293 TRPML3-YFP, Fluo-8 calcium fluorescence; 100% = the carbachol control signal; hit rate 0.29% among 220,000;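 active = activation above its plate's cutoff, the mean activation of the plate's test wells plus 3 SD, cut at about 12% in these data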;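 also: 0% = DMSO only wells and 100% = carbachol wells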
Target sequence (Q8TDD5 whole entry, looked up): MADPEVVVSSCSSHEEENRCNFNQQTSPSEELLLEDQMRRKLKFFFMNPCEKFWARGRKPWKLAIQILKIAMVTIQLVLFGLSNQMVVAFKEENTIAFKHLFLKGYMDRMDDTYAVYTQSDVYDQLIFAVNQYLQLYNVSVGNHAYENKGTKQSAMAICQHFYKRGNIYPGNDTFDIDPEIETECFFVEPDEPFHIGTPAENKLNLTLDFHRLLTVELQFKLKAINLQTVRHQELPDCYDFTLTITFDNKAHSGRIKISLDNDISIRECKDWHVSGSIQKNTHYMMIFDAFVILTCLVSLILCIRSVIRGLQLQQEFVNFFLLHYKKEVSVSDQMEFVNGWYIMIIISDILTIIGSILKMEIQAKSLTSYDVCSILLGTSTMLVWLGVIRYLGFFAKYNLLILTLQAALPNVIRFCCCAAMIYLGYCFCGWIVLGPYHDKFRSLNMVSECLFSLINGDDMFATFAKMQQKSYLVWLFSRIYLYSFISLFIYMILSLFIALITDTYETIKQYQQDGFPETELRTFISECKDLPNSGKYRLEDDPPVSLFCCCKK
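system = HEK293 cells stably carrying human TRPML3-YFP | doses = one concentration, 3 µM nominal, 0.3% DMSO | timing = dye loading 1 h 37 °C then 30 min ambient, 125 s read | detection = Fluo-8 calcium dye fluorescence, ex 470-495, em 515-575 nm | benchmarks = high control carbachol 87 µM, low control DMSO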
EBV gp42 block = inhibitors of Epstein-Barr virus glycoprotein 42; inhibition, % (tested at 21.74 µM); Q1HVG2; hit rate 0.42% among 220,000; AID 1085; Fluorescence polarization binding assay, mP read-out; in the data active = inhibition above about 50%
MDM2 E3 inh = Mdm2 E3 ligase (human) inhibition | Q00987 | cell-based MDM2 ubiquitination luciferase reporter, 2 h; 0 = plate control, 100 = twice control, blank-subtracted | signal enhancement, % at 5 µM | hit rate 0.11% among 210,000 | AID 1230;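 active = signal enhancement of 30% or more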;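 also: luminescence tracks abundance of the self-degrading MDM2-luciferase fusion protein; higher signal means inhibition of MDM2 E3 ligase activity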
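Assay system: stable mammalian line carrying autodegrading MDM2–luciferase fusion reporter; Input: 2000 cells in each well; Compound dosing: single-point 5 µM; Schedule: 2 h compound exposure at 37 °C; Signal: SteadyLite luciferase luminescence after 15 min room-temperature reagent incubation; Evaluation: % luminescence enhancement versus blank-corrected plate control mean; Benchmarks: plate controls and plate blanks.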
PPC-1+TRAIL kill = PPC-1 cancer cell killing with TRAIL present; AID 1443; PPC-1 cells + TRAIL, ATPLite viability luminescence; hit rate 0.41% among 220,000; cell killing (% activity), % at 4 µM;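 active = cell killing above 50% in the first pass at 4 µM, then a duplicate retest at 5 µM averaging 50% or more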;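 also: plate controls were cells with TRAIL plus DMSO for no effect and medium-only wells lacking cells for full effect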
NCF1 inh = blocks human p47phox regulatory protein of NADPH oxidases. p47phox/p22phox peptide binding, fluorescence polarization, 2 h. inhibition, % at 24.7 µM. hit rate 0.53% among 220,000;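 active = inhibition above about 30%, limit read from the data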;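 also: 0% = p47phox with labelled peptide and 100% = labelled peptide alone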
Target sequence (P14598 whole entry, looked up): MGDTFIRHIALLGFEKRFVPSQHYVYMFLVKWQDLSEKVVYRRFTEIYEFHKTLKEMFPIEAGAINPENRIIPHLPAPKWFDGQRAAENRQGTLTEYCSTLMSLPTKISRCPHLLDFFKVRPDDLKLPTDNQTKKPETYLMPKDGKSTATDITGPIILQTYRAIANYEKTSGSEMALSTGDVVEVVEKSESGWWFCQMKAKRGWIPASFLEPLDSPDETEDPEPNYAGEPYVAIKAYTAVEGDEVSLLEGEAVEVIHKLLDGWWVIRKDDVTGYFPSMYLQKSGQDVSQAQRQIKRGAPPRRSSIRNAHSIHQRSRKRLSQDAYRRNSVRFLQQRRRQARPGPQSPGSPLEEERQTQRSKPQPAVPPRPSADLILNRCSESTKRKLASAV
TNF necrop inh = TNF-alpha cell death inhibition in Jurkat FADD-/- cells; Jurkat FADD-/- TNF necroptosis rescue, ATP luminescence, 24 h; 0 = TNF only, 100 = no-TNF cells; activation (protection from cell death), % at 10 µM; hit rate 0.068% among 220,000;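 active = activation, meaning protection from cell death, of at least 50% relative to plate controls; inactive = activation below 50%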;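 also: necroptosis triggered by 40 ng/mL TNF-alpha added together with compound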
Numbers without * were called inactive; · = not tested or not shown.

SMILES	TRPN1 ag	Runt-SMMHC FRET	CHOP inhibitor	TRPML3 agonist	EBV gp42 block	MDM2 E3 inh	PPC-1+TRAIL kill	NCF1 inh	TNF necrop inh
COCCN1Cc2cccc(C(=O)N3CCN(c4ccccc4)CC3)c2C1=O	-0.8	-4	-10	0.6	-6	-3	18	-14	0.4
CC(=O)c1cccc(NC(=O)COC(=O)COc2ccccc2C)c1	-0.3	0	0	1.2	-7	-18	-2	-3	0.2
N#CC1(Cc2ccc(Cl)cc2)c2ccccc2C=CN1C(=O)c1ccccc1 (configuration not stated)	-0.6	-6	32	0.2	-3	-17	21	-5	-1.3
CCCCOc1ccccc1NC(=O)c1ccco1	-2.4	2	36	-0.5	-9	3	6	-3	-2.2
O=Cc1ccc(OCc2nnsc2Cl)cc1	0.9	-2	-7	-1.0	-16	-5	1	-17	1.4
COc1ccc(CN2CCN(CC(O)Cn3c4ccccc4c4ccccc43)CC2)cc1 (configuration not stated)	0.6	4	69	2.4	-14	4	30	-4	7.0
COc1ccc(NS(=O)(=O)c2ccc(Cl)s2)cn1	-1.0	-12	24	0.2	57*	-6	-6	-10	13
CN(C)Cc1c(O)ccc2c(-c3ccccc3)cc(=O)oc12	1.0	-49	5	1.4	-5	-12	-1	3	1.7
Cc1cccc(C)c1OCCNC(=O)c1ccc2ccccc2n1	-1.5	-1	41	0.7	3	4	8	-9	-2.4
Cc1cccc(OCC(=O)Nc2ncn[nH]2)c1C	-0.4	-5	-14	0.7	-22	·	18	-11	1.1
COc1ccc(OC)c(C2/C(=C(/O)c3ccccc3)C(=O)C(=O)N2Cc2ccco2)c1 (configuration not stated)	1.4	4	17	-0.4	5	-14	10	-8	1.6
N#Cc1cnn(Cc2ccccc2)c1/N=C/N1CCOCC1	1.5	-4	-15	1.0	-9	21	18	1	-1.6
COC(=O)Cc1c(C)nc2nc(-c3ccc(C)cc3)[nH]n2c1=O	0.0	1	-1	0.5	-8	-21	5	-5	-2.2
Cc1cc(C)nc(N2CCC(CNC(=O)CCc3ccccc3)CC2)n1	0.7	-9	2	0.3	-6	-16	15	1	-0.1
Cc1noc(NS(=O)(=O)c2ccc(N/C=C\C(=O)c3ccccc3)cc2)c1C	-1.3	3	8	0.1	-7	-6	10	-28	-0.6

EBV gp42 block, entries above that show a hit
compound | Runt-SMMHC FRET | CHOP inhibitor | TRPML3 agonist | EBV gp42 block | MDM2 E3 inh | NCF1 inh
COc1ccc(NS(=O)(=O)c2ccc(Cl)s2)cn1 | -12 | 24 | 0.2 | 57* | -6 | -10

(more compounds)
SMILES	TRPN1 ag	Runt-SMMHC FRET	CHOP inhibitor	TRPML3 agonist	EBV gp42 block	MDM2 E3 inh	PPC-1+TRAIL kill	NCF1 inh	TNF necrop inh
O=C(Nc1ccccc1N1CCN(C(=O)c2ccccc2)CC1)c1ccc2c(c1)OCO2	1.4	-1	40	0.2	2	-8	7	2	-0.2
CCOC(=O)C1(Cc2ccccc2C(F)(F)F)CCN(Cc2ccon2)CC1	-0.1	0	5	0.5	-6	-9	10	2	1.4
O=C1c2ccccc2C(Nc2ccccc2)N1c1cccnc1 (configuration not stated)	-0.7	0	-33	-0.6	-4	-7	8	-7	0.6
COc1cccc(CNC(=O)CCC2CCCN(C(=O)CCC(F)(F)F)C2)c1 (configuration not stated)	-1.2	2	4	-1.4	-15	6	-6	-1	1.1
CCCCc1ccc(NC(=S)N2CCC(O)CC2)cc1	-1.6	-2	7	0.6	-16	-4	-6	0	-0.5
Cc1nn2c(-n3ccnc3)c3c(nc2c1-c1ccccc1)CCC3	-0.7	0	25	0.3	-4	-15	12	-12	-2.0
Cc1cc(NC(=O)CSc2nnc(-c3ccncc3)n2N)ccc1Br	1.1	0	28	1.3	-9	-19	20	-10	-3.6
Cc1ccc(OCC(=O)c2ccc3c(c2)CCCC3)cc1C	0.4	0	48	-0.5	-20	-11	16	-10	-3.8
CCC(C)c1c(O)nc(SCc2ccccc2)[nH]c1=O (configuration not stated)	0.9	-6	-9	0.6	-24	-5	16	-8	-2.3
Cc1ccc(CN2CCN(Cc3cnc(C)s3)CC2CCO)cc1 (configuration not stated)	-0.7	-1	3	0.1	4	-16	13	-5	1.4
C=CCNC(=S)N1CCN(C2CCCCC2)CC1	0.4	0	8	0.6	-5	·	-8	-6	-0.4
Cc1ccc2cc(S(=O)(=O)NCCCN3CCOCC3)ccc2c1	3.2	0	9	0.8	-17	-6	4	-6	0.2
CCCn1nnnc1SCC(=O)Nc1cccc(NC(=O)c2ccco2)c1	0.3	3	22	-0.1	-6	-22	11	-23	0.5
Cc1cc(C)c(OCCOCCN(C)C)c(Br)c1	0.5	-6	12	0.0	-12	1	12	-2	3.0
CCC/C(O)=C1\C(=O)CC(c2ccccc2)CC1=NC (configuration not stated)	-1.2	-2	10	-0.1	-12	-14	-2	5	0.2

Just MDM2 E3 inh, for some of the entries so far:
Compound	MDM2 E3 inh
Cc1cc(NC(=O)CSc2nnc(-c3ccncc3)n2N)ccc1Br	-19
O=C(Nc1ccccc1N1CCN(C(=O)c2ccccc2)CC1)c1ccc2c(c1)OCO2	-8

(list continues)
SMILES	TRPN1 ag	Runt-SMMHC FRET	CHOP inhibitor	TRPML3 agonist	EBV gp42 block	MDM2 E3 inh	PPC-1+TRAIL kill	NCF1 inh	TNF necrop inh
C/C(=N\NC(=O)C(=O)Nc1cc(Cl)ccc1Cl)c1ccncc1	-0.6	4	34	0.3	-4	0	43	-7	0.7
O=C(CNc1cccc(C(F)(F)F)c1)N/N=C/c1ccccc1C(=O)O	0.8	3	24	0.0	-6	-9	9	-2	1.5
CSc1ccccc1NC(=O)CSc1nncs1	0.2	3	5	-0.7	-20	-5	11	-5	0.6
Cc1ccc(C=Nc2ccccc2C(N)=O)cc1	-1.4	3	-43	0.6	-11	-6	-9	-4	-6.5
CC(C)n1c(SCc2ccc(Cl)cc2)nc2c1c(=O)[nH]c(=O)n2C	-0.1	2	43	0.1	2	2	-8	7	-6.1
O=C(NC1(C(=O)NC2CCCCC2)CCCCC1)c1ccccn1	-0.2	0	14	0.8	-7	-16	4	-3	0.2
c1ccc(N2CCN(c3nc4cc5c(cc4s3)OCO5)CC2)cc1	1.4	5	38	0.7	-3	-42	26	4	-4.1
Cc1cc(=O)[nH]c(SCC(=O)N2CCCc3ccccc32)n1	0.5	5	-5	0.8	-6	-6	11	0	-0.9
Cc1csc(SCC(=O)Nc2cccc(S(=O)(=O)N3CCCC3)c2)n1	-0.4	0	33	0.8	-23	1	0	-17	1.8
CN1CCN(c2ncc(CN3C(=O)c4ccccc4C3=O)s2)CC1	1.1	1	-3	1.2	-3	3	9	-4	-2.8
S=C1NCN(C2CCCCC2)CN1Cc1ccccc1	-0.2	0	25	0.4	11	-7	4	-8	0.5
O=C(CCS(=O)(=O)Cc1ccccc1F)N1CCc2ccccc2C1	-0.2	0	1	0.4	-8	-2	13	-17	0.9
CCOC(=O)C(=CNc1cccc(N)n1)C(=O)OCC	-0.3	3	37	-1.2	-11	-8	5	-9	-5.6
Cc1ccc(-n2c(=O)cc(N3CCN(C(=O)c4ccco4)CC3)[nH]c2=O)cc1	0.2	1	17	0.7	-6	-13	-9	-2	0.6
Cc1[nH]c(=O)nc2c1CCC2	1.1	-2	8	0.3	-6	-69	-11	-8	-0.1
CCCCCC(=O)Nc1cccc(C2=NOC3(C2)C[C@H](C(N)=O)N(C(=O)CC#N)C3)c1 (some centres not stated)	·	4	-18	·	10	18	14	-23	0.8
CCCN(CCC)C(=O)CCS(=O)(=O)c1cccc2nsnc12	-0.3	-2	1	1.0	-5	13	12	-6	2.0
Cc1ccccc1OCCn1c(=O)oc2ccccc21	-1.3	3	40	0.1	5	-16	15	-19	-2.3
COC(=O)c1c(-c2ccccc2)csc1NC(=O)c1ccco1	-0.9	-2	46	-0.5	-3	-12	24	-15	-0.1
Cc1ccsc1C(=O)OCC(=O)Nc1c(C)n(C)n(-c2ccccc2)c1=O	0.5	14	10	0.1	7	·	2	-2	1.9
CC(C)OCCCNC(=O)c1ccc(Br)cc1	-0.2	-3	-24	-0.5	4	4	10	5	-0.1
CCCNC(=O)c1onc(CSc2ccccn2)c1C(=O)NCCC	·	-1	1	·	-13	4	-7	9	4.7
COc1ccc(NC(C)=O)cc1NC(=O)c1cccc(C(F)(F)F)c1	0.2	3	21	0.9	-22	13	25	-4	1.4
CC(=O)Nc1ccc(S(=O)(=O)N(C)CC(=O)N/N=C/c2cccc(O)c2)cc1	2.6	-3	-23	1.1	-9	-3	9	-1	0.1

4 compounds drawn at random from those above:
SMILES	TRPN1 ag	Runt-SMMHC FRET	CHOP inhibitor	TRPML3 agonist	EBV gp42 block	MDM2 E3 inh	PPC-1+TRAIL kill	NCF1 inh	TNF necrop inh
CC(=O)Nc1ccc(S(=O)(=O)N(C)CC(=O)N/N=C/c2cccc(O)c2)cc1	2.6	-3	-23	1.1	-9	-3	9	-1	0.1
CCCCCC(=O)Nc1cccc(C2=NOC3(C2)C[C@H](C(N)=O)N(C(=O)CC#N)C3)c1 (some centres not stated)	·	4	-18	·	10	18	14	-23	0.8
CCCNC(=O)c1onc(CSc2ccccn2)c1C(=O)NCCC	·	-1	1	·	-13	4	-7	9	4.7
CC(C)OCCCNC(=O)c1ccc(Br)cc1	-0.2	-3	-24	-0.5	4	4	10	5	-0.1
